p53ts 32C kill = kills p53ts cells at the permissive temperature; H1299-p53A138V at 32C, ATP luminescence viability, 24 h; hit rate 0.93% among 130,000; AID 924; Potency, µM (top dose mostly 46.1 µM), for inactives: at the top dose activity change, negative = cytotoxicity, most hits filed as cytotoxic;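 also: 0% = DMSO and -100% = full killing by reference compound; nearly all actives have a fitted effect of over 55% in size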
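ATP-content luminescence (ATPlite) read-out after 24 h compound exposure at 32C in H1299-p53A138V cells (600/well). Tested up to 46 uM. Normalized to DMSO (0%) and 100 uM tamoxifen (100% killing); Hill-fit AC50.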
Peg3 imprint = inducers of genomic imprint erasure in mouse ES cells; mouse ES Peg3-LacZ reporter, beta-gal luminescence, 40 h; Potency, µM (highest dose often 60.7 µM), without a hit: at the highest dose activity change, positive = activation, usual class: activators; hit rate 0.02% among 110,000;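 also: 0% = negative control wells on the plate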
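Readout: BetaGlo luminescence (5 min, room temp) for LacZ from the normally silent maternal Peg3 allele in female Peg3LacZ-Neo ES cells. Cells 300/well, 40 h, 37C, 5% CO2. Data normalized per plate to negative controls.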
p53ts 39C kill = cytotoxicity in p53ts cells at nonpermissive temperature; H1299-p53A138V viability at 39C, ATP luminescence, 24 h; AID 902; Potency, µM (top dose mostly 46.1 µM), for inactives: at the highest dose activity change, negative = cell killing, actives largely listed as cytotoxic; hit rate 1.5% among 130,000; also: nearly all actives have a fitted effect of over 55% in size
IkB signaling = suppresses IkB signaling in ABC-DLBCL reporter cells; ABC-DLBCL IkBa-CBG/CBR dual luciferase ratio, 4 h; response scale: scaled: untreated 0%, proteasome inhibitor 100%; Potency, µM (top dose mostly 57.1 µM), inactives show at the highest dose IkBa stabilization activation; hit rate 0.04% among 110,000; active = well fitted curve in the direction sought with a large enough effect in the signal ratio, not every such curve was filed as active; inconclusive = small, poorly fitted or top-dose-only effect, or a change in a side signal; the % refers to the signal ratio;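 also: the direction sought is a rising ratio; 0% = basal untreated cells and 100% = reference inhibitor full response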
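Curves were fitted separately to fusion (green), unfused (red) and ratio luminescence, then classed by r2, magnitude and activity. Cells: OCI-Ly3, 4 h compound plus doxycycline at 37C; 10 uM MG-132 defined full response.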
* marks the source's active call; other numbers are inactive results; ? = inconclusive; / = not tested or not shown; [ ] = another dose, or the depositor's remark. Unless noted, calls follow the shape of the dose curve; as a rule, active = well fitted curve in the direction sought with a large enough effect; inconclusive = small, poorly fitted or top-dose-only effect, or another doubt; inactive = no such curve, though single readings can be large; an effect the other way counts as inactive or inconclusive. Unless noted, % is scaled to controls: 0 for no effect and ±100 for the full control effect; potency is read from the fitted curve at half-maximal effect.

SMILES | p53ts 32C kill | Peg3 imprint | p53ts 39C kill | IkB signaling
COc1ccc(NC(=O)CN2CCC(C)CC2)cc1 | 3% | -17% | 5% | -4.3%
CCOC(=O)[C@H]1CCC[C@@H](NS(=O)(=O)c2ccc(NC(C)=O)cc2)C1 | 0% | -12% | 7% | 1.3%
Cc1cccc(CS(=O)(=O)Cc2ccc(C(=O)NCCN3CCCCC3C)o2)c1 (stereo unspecified) | 1% | -13% | -7% | -1.0%
Nc1ccccc1SCC(=O)N1CCc2ccccc21 | -8% | -18% | -12% | -1.3%
Cc1cc(C)c(S(=O)(=O)Nc2ccc(O)cc2)cc1C | 0% | -8% | -12% | 3.0%
CCOC(=O)c1c(C)[nH]c(C)c1S(=O)(=O)N1CCC(C(=O)N2CCN(c3ccc(F)cc3)CC2)CC1 | 9% | ? | 4% | -0.8%
O=C(O)CCn1c(=O)sc2ccccc21 | 3% | -2% | 0% | 0.6%
COc1ccccc1N1C(=O)CC(N2CCc3ccccc32)C1=O (stereo unspecified) | -3% | 2% | 0% | 6.0%
Cc1nc(=O)c(-c2ccccc2)c(C)n1-c1ccccc1C(=O)O | -2% | 12% | 4% | 0.9%
COc1ccc(CCNC(=O)c2ccc3c(c2)N(Cc2ccccc2F)C(=O)c2ccccc2S3=O)cc1OC (stereo unspecified) | 14% | 3%[10.9 µM] | -10% | -0.4%
COc1ccc(OC)c(CCNC(=O)c2cc3c(=O)n(C)c4ccccc4c3n2C)c1 | 5% | -5%[10.9 µM] | -14% | ?
COc1ccc(S(=O)(=O)N[C@@H](Cc2ccccc2)C(=O)N2CC[C@@]3(O)CCCC[C@H]3C2)cc1 | 1% | -4% | 9% | 2.2%
COc1ccc(NC(=O)c2sc3nc4n(c(=O)c3c2C)CCC4)c(OC)c1 | 3% | -10%[10.9 µM] | -6% | -0.2%
CCOc1ccccc1-c1nc(-c2cc3ccc(C)cc3[nH]c2=O)no1 | -1% | -2% | -6% | ?
COC(=O)c1cc2oc(C)cc2n1Cc1ccccc1Cl | -1% | 7%[10.9 µM] | ? | 1.0%
Cc1ccccc1-c1nc(CS(=O)(=O)CC(=O)NCc2cccc(Cl)c2)c(C)o1 | -3% | -2%[10.9 µM] | ? | 0.2%
CC1(C)C2([N+](=O)[O-])CN(CCO)CC1([N+](=O)[O-])CN(CCO)C2 | 9% | / | 27% | /
CCN(CCCNC(=O)Cn1ncc2c3ccccc3n(C)c2c1=O)c1cccc(C)c1 | -7% | -10%[10.9 µM] | -5% | ?
CC(=O)N(C)C1(c2nnnn2CCOC(=O)Nc2cccc3ccccc23)CCCC1 | 6% | ? | 4% | 0.5%
COc1ccccc1-c1nnc(-c2ccc(N3CCOCC3)cc2)o1 | -18% | / | -4% | /

Some of the entries above, set out differently:
Fields – p53ts 32C kill	Peg3 imprint	p53ts 39C kill	IkB signaling
CCOC(=O)c1c(C)[nH]c(C)c1S(=O)(=O)N1CCC(C(=O)N2CCN(c3ccc(F)cc3)CC2)CC1
    9%	?	4%	-0.8%
O=C(O)CCn1c(=O)sc2ccccc21
    3%	-2%	0%	0.6%

(further entries)
SMILES | p53ts 32C kill | Peg3 imprint | p53ts 39C kill | IkB signaling
NC(=O)C1CCN(C(=O)c2cc(S(=O)(=O)N3CCOCC3)c(Cl)cc2Cl)CC1 | -3% | -3% | -7% | -0.5%
CCn1c(SCC(=O)Nc2ccc(N3CCOCC3)c(Cl)c2)nnc1-c1ccc(N)cc1 | -22% | -15% | -19% | ?
CCCC(=O)c1ccc(N2CCOCC2)c(F)c1 | -5% | / | 6% | /
CC1CCN(C(=O)CSc2nc(-c3ccccc3)no2)CC1 | -14% | 12%[10.9 µM] | -13% | ?
Cc1ccc(CC2CC(=O)N(CC(=O)O)C2=O)cc1 (stereo unspecified) | 4% | / | -3% | /
Nc1c(S(=O)(=O)c2ccccc2)nnn1-c1ccccc1 | 4% | -13% | 22% | 0.4%
Cc1cccc(C(=O)NCc2nnc(SCC(=O)Nc3ccccc3F)n2-c2ccccc2)c1 | -3% | 14%[10.9 µM] | -8% | ?
CC(=O)NCCNc1nc2c(-c3ccc(C)cc3)nnn2c2ccccc12 | 1% | -7%[10.9 µM] | -2% | 2.5%
COc1ccc2cc(CNc3ccc(C)cc3)c(=O)n(CC(=O)Nc3ccc(C)cc3Cl)c2c1 | -3% | -3%[10.9 µM] | -10% | 0.8%
CN(C)c1ncc(C(=O)O)cn1 | -1% | -3% | 2% | -0.3%
CN(C)C(=O)c1ccc(-c2cncnc2N(C)Cc2ccco2)cc1 | 7% | -6% | -1% | 1.2%[11.4 µM]
O=C(O)c1ccc(Cl)c(S(=O)(=O)Nc2ccccc2)c1 | 4% | / | -3% | /
CC1(C)C2CCC1(CS(=O)(=O)N1CCCc3ccccc31)C(=O)C2 (stereo unspecified) | -4% | -5% | -3% | -1.4%
CCc1sc(NC(=O)CN2CCOCC2)nc1-c1ccccc1 | 4% | -6% | -4% | 1.5%
COc1cccc(N2CCN(C(=O)Cn3nc(C)n4c(cc5c(OC)cccc54)c3=O)CC2)c1 | 8% | 14%[10.9 µM] | -9% | 0.9%
O=C(Nc1n[nH]c(C2CCCCC2)n1)C1CCCCC1 | 2% | 10% | 24% | -1.6%
CNc1nc2sc3c(c2c(=O)n1C)CC(C)(C)SC3 | 14% | 6% | 3% | -2.3%
CCN1CCCC1Cn1c(-c2ccccc2)nc2c(NCc3ccccc3)nc(C)nc21 (stereo unspecified) | 3% | -8% | -18% | /
CCc1c(C)nc2ncnn2c1N1CCC(C(=O)Nc2ccc(C)cc2)CC1 | -4% | -11% | 5% | 4.0%
CCOc1cc2[nH]c(=O)n(CCC(=O)NCCc3ccc(OC)c(OC)c3)c(=O)c2cc1OCC | -2% | -1% | 17% | -2.0%

Filtered by structure: the compounds so far with fluorine (4)
SMILES | p53ts 32C kill | Peg3 imprint | p53ts 39C kill | IkB signaling
CCOC(=O)c1c(C)[nH]c(C)c1S(=O)(=O)N1CCC(C(=O)N2CCN(c3ccc(F)cc3)CC2)CC1 | 9% | ? | 4% | -0.8%
COc1ccc(CCNC(=O)c2ccc3c(c2)N(Cc2ccccc2F)C(=O)c2ccccc2S3=O)cc1OC (stereo unspecified) | 14% | 3%[10.9 µM] | -10% | -0.4%
CCCC(=O)c1ccc(N2CCOCC2)c(F)c1 | -5% | / | 6% | /
Cc1cccc(C(=O)NCc2nnc(SCC(=O)Nc3ccccc3F)n2-c2ccccc2)c1 | -3% | 14%[10.9 µM] | -8% | ?

Continued.
SMILES | p53ts 32C kill | Peg3 imprint | p53ts 39C kill | IkB signaling
COc1cc2c(cc1OC)C(COc1cccc(C(F)(F)F)c1)N(C(=O)c1ccc(S(=O)(=O)N3CCCC3)cc1)CC2 (stereo unspecified) | 0% | -20%[10.9 µM] | -27% | ?
O=c1c(-c2ccc(F)cc2)nc2cnc(N3CCOCC3)nc2n1C[C@H]1CCCO1 | -11% | / | 1% | -0.9%[11.4 µM]
CCOc1ccc(CNC(=O)CN2N=C(c3ccccc3)CCC2=O)cc1OC | -2% | -6%[10.9 µM] | -15% | -0.4%
Cc1c(NC(=O)Nc2c(Cl)cccc2Cl)c(=O)n(-c2ccccc2)n1C | -1%[9.22 µM] | -11%[10.9 µM] | -4%[9.22 µM] | 1.3%[11.4 µM]
CCCCCn1c(CCCNC(=O)c2ccccc2OC)nc2ccccc21 | 1% | -13%[10.9 µM] | 24% | ?
Cc1cccc(-c2noc(CN(C3CCCCC3)S(=O)(=O)c3ccc(F)cc3)n2)c1 | 17% | -8%[10.9 µM] | 4% | -3.6%
Cc1ccc(S(=O)(=O)c2nc(C(C)(C)C)oc2N2CCOCC2)cc1 | 10% | -2% | 5% | -1.4%
COc1ncnc2sc(-c3ccccc3)cc12 | 2% | -86%[inhibitor] | -3% | -0.3%
CC(=O)c1cccc(NC(=O)C2CCCN(S(=O)(=O)c3ccccc3)C2)c1 (stereo unspecified) | 1% | -3% | -8% | -3.4%
O=C(CSc1nnc(SCc2ccc(Cl)cc2)s1)N1CCOCC1 | ? | -12% | ? | ?
Oc1ccccc1-c1nnc(-c2ccc(C(F)(F)F)cc2)o1 | -10% | -24% | -20% | -2.3%
Cc1cc(Cl)ccc1OCC(=O)N(Cc1ccc(N(C)C)cc1)C1CCS(=O)(=O)C1 (stereo unspecified) | -2% | 10%[10.9 µM] | -12% | 9.6%
Cc1cc(C)n(-c2ccc(C(=O)NC(C)C)cc2)n1 | 7% | -7% | 3% | 0.2%
Cc1nnc(NCc2ccc(Cl)cc2)c2c1nnn2Cc1ccc(F)cc1 | -4% | -5%[10.9 µM] | -8% | 0.2%
CCN(CC)S(=O)(=O)c1ccc2c(c1)nc(CN(C)C(=O)Nc1ccc(F)cc1)n2C | -4% | -8%[10.9 µM] | 5% | -0.2%
CCOC(=O)c1cnc(SCc2nc(N)nc(Nc3ccccc3)n2)nc1N | -12% | 22% | -13% | -1.2%
COc1ccccc1-c1nc(NCc2cnc(C)cn2)c2ccccc2n1 | -7% | -7% | 3% | -2.5%[11.4 µM]
Cc1ccc(C(C)C)c(OCC(=O)N2CCOCC2)c1 | 12% | -7% | -7% | 0.8%
O=C(CSc1nc2ccccc2n1CC(=O)N1CCCC1)Nc1ccc2c(c1)OCO2 | -4% | -6% | -3% | -0.5%
Cc1ccc(CNC(=O)c2cc3c(=O)n(Cc4ccco4)ccc3nc2C)cc1 | -11% | -6%[10.9 µM] | -15% | -1.5%
O=C(NCCN1CCN(c2cccc(Cl)c2)CC1)Nc1ccccc1C(F)(F)F | -1% | -16%[10.9 µM] | -10% | ?
Cc1c(C(=O)O)sc(=S)n1CCOc1ccccc1 | -2% | -14% | 9% | -0.1%
O=C(CSc1nnc(Cn2c(=O)sc3ccccc32)n1-c1ccccc1)N1CCCCCC1 | 4% | -14% | 11% | 7.6%
COc1ccc(Cn2c(C(=O)O)c(CNC3CCC(C)CC3)c3ccc(C)cc32)cc1 (stereo unspecified) | 11% | 5%[10.9 µM] | -14% | ?
Cc1ccc(CN(C(=O)c2ccco2)C(C(=O)NC2CCCC2)c2ccc(N3CCOCC3)cc2)cc1 (stereo unspecified) | 16% | / | -10% | /
CC1(C)CC(=O)C2=C(C1)NC(=O)CC2c1cccc(F)c1 (stereo unspecified) | -1% | 2% | 3% | 0.4%
CCN(CC)c1nc2ccccc2nc1C(C#N)C(=O)NCCCOC (stereo unspecified) | -1% | -10% | 8% | -1.2%
Cc1csc2nc(COC(=O)CNC(=O)c3ccccc3Cl)cc(=O)n12 | 1% | -8%[10.9 µM] | -20% | -0.9%
CCOc1ccccc1NC(=O)C1CCN(S(=O)(=O)c2ccc3[nH]c(=O)ccc3c2)CC1 | -7% | 7%[10.9 µM] | -25% | 2.8%
COc1ccc(N2CCN(c3nc4ccccc4n4c(C)nnc34)CC2)cc1 | -1% | -5%[10.9 µM] | -7% | ?
CCCCC(=O)OC1=C(C(=O)c2ccccc2)N(CCC)S(=O)(=O)c2ccccc21 | -16% | -4%[10.9 µM] | -17% | ?
O=C(c1cccnc1)N1C2C=CC(C2)C1(C(F)(F)F)C(F)(F)F (stereo unspecified) | 1% | -4% | 10% | 0.7%
C=CCc1ccccc1OCC(O)CN1CCN(c2ccccc2F)CC1 (stereo unspecified) | -11% | -6% | -2% | 3.3%
Cc1ccc(-n2c(C)cc(C)c(C#N)c2=O)cc1Cl | 4% | -11% | 5% | 0.4%
Cc1cc(=O)[nH]c(-n2nc(C)cc2C)n1 | 2% | -15% | ? | 4.8%
Cc1ccccc1-c1ccc2ncnc(N3CCN(C)CC3)c2c1 | 2% | -15% | -15% | -0.5%[11.4 µM]
Fc1cccc(-c2oncc2-c2nnnn2-c2ccc(Cl)cc2)c1 | -11% | / | -4% | /
Cc1ccc(OCCSc2nnc(-c3ccncc3)n2C)cc1 | -1% | -11% | -8% | -1.2%
CCOc1ccccc1NC(=O)c1nc2nc(C)cc(C(F)F)n2n1 | 4% | -3%[10.9 µM] | -12% | ?
COC(=O)c1cn(C)c2ccc(S(=O)(=O)N3CCCC3)cc2c1=O | 2% | 10% | -7% | 0.4%
COc1ccc(NC(=O)C2CCCN2S(=O)(=O)c2ccc3c(c2)CCCC(=O)N3)cc1Cl (stereo unspecified) | -5% | -13%[10.9 µM] | -2% | 0.2%
COc1ccc(Cl)cc1NC(=O)N1CCN(Cc2cc(=O)n3nc(-c4ccccc4)sc3n2)CC1 | 1% | -5%[10.9 µM] | 31%[activator] | ?
Cc1cc(=O)n2nc(N3CCCC(C(=O)N4CCN(C)CC4)C3)sc2n1 (stereo unspecified) | -18% | -8% | -5% | -0.7%

Screening data from PubChem BioAssay.
